TDP1 inh = blocks human tyrosyl-DNA phosphodiesterase 1; Potency, µM (series often up to 130 µM), for inactives: at the highest dose activity change, negative = inhibition, hits mostly inhibitors; recombinant TDP1, AlphaScreen DNA substrate cleavage; AID 485290; Q9NUW8; actives 0.28% (n = 350,000); further: nearly all actives have a fitted effect of over 40% in size
Target sequence (Q9NUW8 whole entry, looked up): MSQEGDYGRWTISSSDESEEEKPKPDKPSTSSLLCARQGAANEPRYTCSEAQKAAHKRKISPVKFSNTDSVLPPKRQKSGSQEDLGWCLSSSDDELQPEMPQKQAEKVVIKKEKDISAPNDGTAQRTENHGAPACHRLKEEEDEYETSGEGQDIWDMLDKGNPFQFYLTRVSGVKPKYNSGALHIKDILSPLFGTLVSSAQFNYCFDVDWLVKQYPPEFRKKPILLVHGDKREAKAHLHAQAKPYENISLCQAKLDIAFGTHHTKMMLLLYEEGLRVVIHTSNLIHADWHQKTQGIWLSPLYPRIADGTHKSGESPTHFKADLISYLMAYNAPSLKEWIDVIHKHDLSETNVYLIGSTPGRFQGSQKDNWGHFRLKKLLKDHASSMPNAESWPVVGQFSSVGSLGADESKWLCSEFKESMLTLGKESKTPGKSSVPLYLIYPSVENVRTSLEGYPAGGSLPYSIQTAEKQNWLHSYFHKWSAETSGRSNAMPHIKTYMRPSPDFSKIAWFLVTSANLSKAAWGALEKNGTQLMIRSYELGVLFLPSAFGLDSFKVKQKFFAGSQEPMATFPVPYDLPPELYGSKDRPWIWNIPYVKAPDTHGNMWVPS
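AlphaScreen read-out: signal falls as enzyme removes the 3' tyrosine-FITC from a 5'-biotinylated DNA oligo (15 nM, 5 min, RT). Enzyme was E. coli-made recombinant Tdp1 at 1 nM, exposed to compound for 15 min beforehand; beads 10 ug/ml, 10 min.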
TDP1 cell noCPT = qHTS for Inhibitors of human tyrosyl-DNA phosphodiesterase 1 (TDP1): qHTS in cells in absence of CPT; actives 15% (n = 420,000); DT40 Tdp1-/- hTDP1 cells, no CPT, ATP luminescence, 48 h; Potency, µM (doses to about 46.2 µM), for the others: top-dose activity change, negative = growth inhibition, actives largely listed as inhibitors; further: nearly all actives have a fitted effect of over 55% in size
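Chicken DT40 Tdp1-/- cells stably complemented with human TDP1 were seeded at 400 cells/well with DMSO in place of 20 nM camptothecin. After compound pinning, cells grew at least 48 hr at 37 °C; viability read by CellTiter-Glo luminescence.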
TDP1 cell CPT = DT40-hTDP1 cell growth loss with CPT; actives 12% (n = 420,000); Potency, µM (doses to about 46.2 µM), without a hit: at the highest dose activity change, negative = growth inhibition, most hits filed as inhibitors; chicken DT40 Tdp1-/-;hTDP1 cells + 20 nM CPT, ATP luminescence, 48 h; further: nearly all actives have a fitted effect of over 55% in size
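Chicken DT40 Tdp1-/- cells stably complemented with human TDP1 were seeded at 400 cells/well in medium containing 20 nM camptothecin, exposed to pin-transferred compounds, and grown at 37 °C for at least 48 hr. Viability was read as ATP luminescence.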
The depositor's hits bear a star; ? = inconclusive; . = not tested or not shown; [ ] = remark or other dose. The call rests on the fitted dose curve; in most records, active means well fitted curve in the direction sought with a large enough effect; inconclusive means small, poorly fitted or top-dose-only effect, or another doubt; inactive means no such curve, though single readings can be large; an effect the other way counts as inactive or inconclusive. On the % scale 0 is the no-effect control and ±100 the full control effect; potency means the concentration at half of the fitted maximal effect.

Molecule | TDP1 inh | TDP1 cell CPT | TDP1 cell noCPT
CCOc1cc(C)cc2oc(=O)c3c(c12)CCCC3 | . | 0% | 7%
Cc1cccc(NC(=O)CN2CCN(C(=O)COc3cccc(Br)c3)CC2)c1C | 0% | -28% | ?
Cc1ccc(S(=O)(=O)N2CC3CC(C2)c2cccc(=O)n2C3)cc1 (stereo unspecified) | 3% | -13% | -13%
Cc1[nH]c2ccccc2c1CCCNC1CCCCC1 | 2% | ? | 18µM*
O=C(Oc1ccc(Cl)c2ccccc12)N1CCCCC1 | . | ? | ?
CC1(C)CSC(=NCc2ccccc2)N1 | 3% | 2% | -7%
Cc1ccc(C2(O)CN3CCC2CC3)cc1 (stereo unspecified) | . | 20% | 19%
N/C(=N\N=C\c1ccc(O)cc1O)N[N+](=O)[O-] | 4% | -1% | 17%
Cc1cccc(OCC(O)CN2CC2)c1 (stereo unspecified) | . | 3.7µM* | 6.5µM*
O=C(NCc1ccccc1)N1CCc2c(sc3c2CCCC3)C1c1ccccc1 (stereo unspecified) | -9% | ? | 16µM*
C/C(=C\C=C/[C@@H](C)C(=O)O)[C@H]1CN[C@H](C(=O)O)[C@@H]1CC(=O)O | 6%[56.1 µM] | 0% | -13%
Cc1cc(C)cc(NC(=O)Cn2c(=O)oc3cc(S(=O)(=O)N4CC(C)CC(C)C4)ccc32)c1 (stereo unspecified) | 0% | ? | ?
COc1cc(CNCCc2ccc3c(c2)OCO3)cc(OC)c1OC | . | ? | ?
CCN(CC)c1ccc(/C=C2/C(=O)NC(=O)N(Cc3ccco3)C2=O)cc1 | ? | -1% | -3%
CCCOP(=O)(OCCC)C(NC(=O)c1cc(OC)c(OC)c(OC)c1)c1ccccc1 (stereo unspecified) | 7% | -24% | ?

Some of these compounds in order of length of the SMILES, rising:
Molecule | TDP1 inh | TDP1 cell CPT | TDP1 cell noCPT
Cc1ccc(C2(O)CN3CCC2CC3)cc1 (stereo unspecified) | . | 20% | 19%
O=C(Oc1ccc(Cl)c2ccccc12)N1CCCCC1 | . | ? | ?
O=C(NCc1ccccc1)N1CCc2c(sc3c2CCCC3)C1c1ccccc1 (stereo unspecified) | -9% | ? | 16µM*
Cc1cccc(NC(=O)CN2CCN(C(=O)COc3cccc(Br)c3)CC2)c1C | 0% | -28% | ?
CCN(CC)c1ccc(/C=C2/C(=O)NC(=O)N(Cc3ccco3)C2=O)cc1 | ? | -1% | -3%
C/C(=C\C=C/[C@@H](C)C(=O)O)[C@H]1CN[C@H](C(=O)O)[C@@H]1CC(=O)O | 6%[56.1 µM] | 0% | -13%
Cc1cc(C)cc(NC(=O)Cn2c(=O)oc3cc(S(=O)(=O)N4CC(C)CC(C)C4)ccc32)c1 (stereo unspecified) | 0% | ? | ?

(list continues)
Molecule | TDP1 inh | TDP1 cell CPT | TDP1 cell noCPT
COCCNC(=O)Cn1cc(/C=C2\C(=O)NC(=O)N(c3cccc(C)c3C)C2=O)c2ccccc21 | . | ? | ?
COCC(C)N(C(=O)CCl)c1c(C)csc1C (stereo unspecified) | 10% | 10% | -17%
N#CC1C(C#N)C2CCC1C1C2N1c1ccccc1 (stereo unspecified) | . | -10% | -4%
COc1ccc(-c2cc3nc(C)c(CCC(=O)N4CCN(c5cc(C)ccc5C)CC4)c(C)n3n2)c(OC)c1 | 5% | 8.2µM* | 9.2µM*
NCC(O)c1cccc(O)c1 (stereo unspecified) | . | ? | ?
Cn1c(O)c(/C=C2\C=Nc3ccccc32)c(=O)n(C)c1=O | . | -7% | 0%
COc1ccc(-c2ccc3c(c2)CN(C(=O)CCc2ccccc2)Cc2cnnn2-3)cc1 | . | ? | ?
Nc1ccc(CC(N)c2csc(Nc3ncccn3)n2)cc1 (stereo unspecified) | . | 18µM* | 10µM*
CC(=O)NCC(N)C(=O)c1ccc(C)cc1 (stereo unspecified) | . | ? | 16µM*
COC(=O)c1cc(C(O)(C(=O)OC)C(F)(F)F)c(/N=C/N(C)C)s1 (stereo unspecified) | 2% | -4% | 0%
C=CCN1CC[C@]23c4c5ccc(O)c4O[C@H]2[C@@H](O)C=C[C@H]3[C@H]1C5 | . | 7% | ?
Cc1ccc(CN2CCCC(C(=O)c3ccc4c(c3)OCO4)C2)cc1C (stereo unspecified) | 0% | ? | ?
Fc1ccc(Cn2nnnc2C(c2ccc(Cl)cc2)N2CC=C(c3ccc(F)cc3)CC2)cc1 (stereo unspecified) | -5% | ? | ?
COc1ccc(OC)c(N2C(=O)NC(=O)/C(=C\c3ccc([N+](=O)[O-])s3)C2=O)c1 | -2% | 16µM* | ?
CC1CCCC(C)N1c1nnc(NC(=O)Cn2c(=O)oc3ccccc32)s1 (stereo unspecified) | 1% | -20% | 13µM*
CC(N)(COP(=O)(O)Oc1ccccc1)C(=O)O (stereo unspecified) | 5% | -19% | -5%
O=C(O)CC1OCC=C2CN3CCC45C6=CC(=O)C(=O)C([N+](=O)[O-])=C6NC4C1C2CC35 (stereo unspecified) | -1% | 14µM* | 11µM*
COC(=O)C1=C(c2ccc(OC(F)(F)F)cc2)C[C@@H]2CC[C@H]1N2C(=O)NC1Cc2ccccc2C1 | 0% | 23µM* | ?
CC1CC(O)[C@]2(O)[C@]13CC(=O)OC[C@@]2(C)[C@@](C)(O)C(=O)C3 (stereo partly specified) | 12%[56.1 µM] | 5% | 25%
CN(C)c1ccc(CNC(=O)Cn2c(=O)oc3cc(S(=O)(=O)N4CCCCCC4)ccc32)cc1 | 8% | 12µM* | -28%
C[C@H](NC(=O)[C@@H](N)Cc1ccc(O)cc1)C(=O)N[C@@H](Cc1ccccc1)C(=O)NCC(=O)N[C@@H](Cc1ccc(O)cc1)C(=O)N1CCC[C@H]1C(=O)N[C@@H](CO)C(N)=O | 6% | 4%[4.12 µM] | 3%[4.12 µM]
Oc1ccc2c3c1O[C@H]1c4oc5ccccc5c4C[C@]4(O)[C@H](C2)N(CC2CC2)CC[C@@]314 | 7% | 9% | -3%
O=C(c1ccco1)N1CCC2(CC1)CN(Cc1ccncc1)C2 | . | 4% | -2%
CN(C)S(=O)(=O)c1ccc(C(=O)NNc2nc(-c3ccccc3)c3cc(Br)ccc3n2)cc1 | 3% | ? | ?
CCCCn1c(=O)c(C(=O)Nc2ccccc2)c(O)c2ccccc21 | 6% | 3.7µM* | 4.1µM*
COC1C(O)C(C)OC(OC2CCC3(C=O)C(CCC4C3CCC3(C)C(C5=CC(=O)OC5)CCC43O)C2)C1O (stereo unspecified) | . | 0.21µM* | 0.21µM*
C[C@]12CCC3C(CC[C@H]4C[C@@H](O)[C@H](O)C[C@]34C)C1CC[C@@H]2O (stereo partly specified) | 1% | -16% | -11%
COC(=O)C(O)(c1c(C)[nH]n(-c2ccccc2)c1=O)C(F)(F)F (stereo unspecified) | 8% | -24% | -20%
COc1cc(NC(=O)c2cccc3c(-c4cccnc4)coc23)cc(OC)c1OC | . | 3.7µM* | 3.3µM*
CCCCn1c(O)c(C(CC)=Nc2ccc(OC)cc2OC)c(=O)[nH]c1=O | 3% | ? | ?
CC=C(C)C(=O)OC1CCN2CC=C(COC(=O)C(O)(C(C)OC)C(C)(C)O)C12 (stereo unspecified) | . | -7% | 2%
O=C1NC(=O)C(CCc2ccncc2)(CCc2ccncc2)C(=O)N1Cc1ccc(F)cc1 | 0% | 15µM* | ?
CCOC(=O)c1c(NS(=O)(=O)c2ccccc2)n(CCCOC)c2nc3ccccc3nc12 | -4% | ? | ?
C=C1CCN([C@@H](CC(C)C)C(=O)Nc2ccc(OC)cc2)S(=O)(=O)c2ccccc21 | . | ? | 23µM*
CC(C)c1ccc(NC(=O)CCNC(=O)N2C[C@H]3C[C@@H](C2)c2cccc(=O)n2C3)cc1 | . | -2% | -20%
Cc1cc(Cl)ccc1OCC(=O)N1CCN(C)CC1 | 1% | 6% | -4%
COc1ccccc1OCC#CCN1CCCC1 | ? | -8% | 10%
O=C(CNC(=O)c1cccc(Cl)c1)Nc1ccc(Br)cc1C(=O)c1ccccc1 | -3% | ? | -10%
COc1cccc(C(O)c2nc(-c3ccncc3)cs2)c1 (stereo unspecified) | . | 23µM* | 9.2µM*
COc1ccc(NC(=O)C(=O)NNC(=O)C(C)Oc2ccc(Cl)cc2Cl)cc1 (stereo unspecified) | 8% | 11% | ?
C[C@@H]([C@@H](O)c1ccccc1)N(C)C(=O)Cc1ccccc1 | . | 7% | -15%
O=C(NC1(C(F)(F)F)Oc2ccccc2O1)N1CCC2(CC1)OCCO2 | . | ? | ?
N#Cc1cccc(NC(=O)c2sc3nc4c(cc3c2N)N2CCC4CC2)c1 | 0% | 4.1µM* | 13µM*
O=C1NC(=S)N(c2ccccc2F)C(=O)/C1=C\c1cccs1 | -6% | 21µM* | ?
COC(=O)C1=C(c2ccc(F)cc2OCc2ccccc2)C[C@@H]2CC[C@H]1N2C(=O)NCc1ccccc1C(F)(F)F | 0% | ? | ?
CCC(=O)O[C@](Cc1ccccc1)(c1ccccc1)[C@H](C)CN(C)C | . | 43µM* | 38µM*
COc1cccc(C2CCN(CC(=O)Nc3cc(Cl)ccc3OC)CC2O)c1 (stereo unspecified) | . | -1% | -27%
CC1(C)CN2C(c3ccc(Cl)cc3)N2C1 (stereo unspecified) | -4% | 1% | -16%
O=C1CC(c2ccccc2Br)c2c(c3ccccc3oc2=O)O1 (stereo unspecified) | 2% | 14% | -3%
COc1cc2nc(CN3CC=C(c4ccccc4)CC3)[nH]c(=O)c2cc1OC | . | ? | 18µM*
Nc1c(C(=O)Nc2ccc(OC(F)(F)F)cc2)sc2nc3c(cc12)N1CCC3CC1 | 5% | 16µM* | 18µM*
CCN(CC)c1ccc(C=NN2CCCCCC2)cc1 | . | ? | ?
Cc1ccc(C(C)C)cc1OCC(=O)Nc1nnc(C2CC2)s1 | 1% | -5% | ?
O=C(c1ccc2nc(-c3ccco3)c(-c3ccco3)nc2c1)N1CCC2(CC1)OCCO2 | . | ? | -22%
O=C(O)CSC(=S)N1CC2CC(C1)c1cccc(=O)n1C2 (stereo unspecified) | 1% | -1% | ?
COc1ccc(C(=O)OC2C[C@H]3CC[C@@H](C2)N3O)cc1OC (stereo partly specified) | . | 17% | -9%
CCCNc1nc2c(c(=O)[nH]c(=O)n2C)n1Cc1ccc(F)cc1 | -1% | ? | ?
c1ccc2c(c1)CSc1ccccc1C2C1=NCCN1 (stereo unspecified) | -2% | -14% | ?
CN(C)CCCN=Cc1c(O)n(CCc2ccccc2)c(=O)[nH]c1=O | 5% | -13% | -2%
COC(C)C(O)(C(=O)OC1=CCN2CC[C@H](O)[C@H]12)C(C)C (stereo partly specified) | -8%[56.1 µM] | 11µM* | 21µM*

Continuation.
Molecule | TDP1 inh | TDP1 cell CPT | TDP1 cell noCPT
O=C(Nc1ccccc1)N1CCC2(CC1)CCN(C(=O)Oc1ccccc1)CC2 | . | -20% | ?
COc1cc2occc2c2oc(=O)ccc12 | 3% | 50%[9.04 µM] | -20%[9.04 µM]
O=C(c1cc(-c2ccc(Cl)cc2)n(-c2ccc(Cl)cc2Cl)n1)N1CCOCC1 | -2% | ? | ?
CNC(=O)OCC[N+](C)(C)C | 6% | 5% | -19%
O=C(CCc1nnc2ccc(NCc3ccccc3)nn12)N1CCC2(CC1)OCCO2 | 0% | -2% | 19%
COC(=O)C1=C(c2ccc(OC(F)(F)F)cc2)C[C@@H]2CC[C@H]1N2C(=O)NCc1ccc(F)cc1 | 0% | 18µM* | 21µM*
C[C@]12CCC(=O)C=C1CCC1C2CC[C@@]2(C)C1CC[C@@]2(O)CC#N (stereo partly specified) | 6% | -21% | -23%
Cc1ccc(NC(=O)Cn2cc(C(=O)c3ccccc3)c3ccccc32)cc1 | 1% | -92% | ?
CCOC(=O)CSc1ccc(C(=O)N2CCC3(CC2)OCCO3)cc1[N+](=O)[O-] | . | -8% | 22%
C=CCC1([C@H](C)CCC)C(=O)NC(=O)NC1=O | . | -20%[92.5 µM] | -26%[92.5 µM]
CC(=O)NN1C(=O)c2ccccc2NC1c1cccnc1 (stereo unspecified) | 4% | -6% | 11%
N[C@@H]1CC[C@@]2(O)[C@H]3Cc4ccc(O)c5c4[C@@]2(CCN3CC2CC2)C1O5 (stereo partly specified) | 2% | -1% | -23%
C=C1[C@H]2CC[C@H]3[C@]4(C)C[C@H](O[C@@H]5OC(CO)[C@@H](OSOOO)[C@H](OS(=O)(=O)O)[C@H]5OC(=O)CC(C)C)C[C@@H](C(=O)O)[C@H]4CC[C@]3(C2)[C@H]1O (stereo partly specified) | 1% | -5% | 6%

Some of the compounds tested; the hit share may differ from the screen's.
